# Bioassay records from PubChem.
# STAT1 act – STAT1 signaling activation; NIH 3T3 STAT1-luciferase reporter, IFN-gamma, luminescence; 100% = IFN-gamma alone, no compound; activation (% of control), % at 5.5 µM; 200,000 compounds, 2.6% hits; AID 932;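 active = activation above the screen-wide mean activation plus 3 SD, cut at about 130% in these data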;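 also: raw ratio to IFN-gamma control signal so 100% means no change and 0% no light; values of inactives mirror those of a sister screen read the other way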
# NF-kB neuron act – compounds increasing NF-kB expression in human neuronal cells; 190,000 compounds, 1.6% hits; fold change at 12.5 µM; NF-kB reporter expression; hits give high values; in the data active = fold change above about 3.3
# STAT3 inh – inhibitors of IL-6 induced STAT3 signaling; AID 862; inhibition, % at 5.5 µM; 190,000 compounds, 0.89% hits; U3A cells, IL-6 STAT3-luciferase reporter, luminescence; host cell line lacks STAT1;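 active = inhibition above the mean inhibition across all screened compounds plus 3 SD, cut at about 44% in these data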;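 also: 0% = DMSO only wells and 100% = 100 µM nifuroxazide control wells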
# FLuc inh counter – inhibits firefly luciferase, flagging false hits in luciferase inhibition screens; P08659; ATPLite firefly luciferase biochemical luminescence, 10 min; inhibition, % at 10 µM; 200,000 compounds, 1.5% hits;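 active = inhibition above about 50% when tested at 10 µM, limit read from the data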
# Target sequence (P08659 whole entry, looked up): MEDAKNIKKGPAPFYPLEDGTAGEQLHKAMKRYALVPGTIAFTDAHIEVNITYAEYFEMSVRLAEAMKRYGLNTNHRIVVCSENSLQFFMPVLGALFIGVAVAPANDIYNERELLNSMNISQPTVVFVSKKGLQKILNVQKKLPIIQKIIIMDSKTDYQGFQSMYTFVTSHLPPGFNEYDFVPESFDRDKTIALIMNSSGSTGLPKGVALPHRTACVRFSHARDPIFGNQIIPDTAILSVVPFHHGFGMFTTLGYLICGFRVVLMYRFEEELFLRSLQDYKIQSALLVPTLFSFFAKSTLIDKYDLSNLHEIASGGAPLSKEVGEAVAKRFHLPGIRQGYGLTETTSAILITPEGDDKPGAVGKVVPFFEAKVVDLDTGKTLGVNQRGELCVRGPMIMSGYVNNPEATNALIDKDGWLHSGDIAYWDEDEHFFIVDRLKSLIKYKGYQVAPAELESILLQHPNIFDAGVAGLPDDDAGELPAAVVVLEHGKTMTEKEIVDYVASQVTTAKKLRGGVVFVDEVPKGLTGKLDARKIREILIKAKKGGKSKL
# STAT1 blocker – STAT1 signaling inhibition. NIH 3T3 STAT1-luciferase reporter, IFN-gamma, luminescence. inhibition, % at 5.5 µM. 200,000 compounds, 0.35% hits. AID 920;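 active = inhibition above a set limit, the mean inhibition across all tested compounds plus 3 SD, cut at about 34% in these data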;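 also: 0% = IFN-gamma with DMSO and 100% = IFN-gamma with 300 µM nifuroxazide; values of inactives mirror those of a sister screen read the other way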
# APP 5'UTR act – APP 5'UTR luciferase reporter activation; SH-SY5Y APP 5'UTR luciferase reporter, luminescence; zero percent = DMSO vehicle wells; activation, % at 2 µM; 190,000 compounds, 1% hits;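 active = activation above a set limit, based on mean plus 3 SD of controls, cut at about 140% in these data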; also: values of inactives mirror those of a sister screen read the other way
# APP 5UTR inh – APP translation inhibition | inhibition, % at 2 µM | SH-SY5Y APP 5'UTR-luciferase reporter, luminescence | 190,000 compounds, 0.82% hits | AID 1285;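 active = inhibition above a set limit, derived from the sample mean plus 3 SD, cut at about 45% in these data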; also: values of inactives mirror those of a sister screen read the other way
# STAT3 activator – activators of IL-6 induced STAT3 signaling. activation (% of control), % at 5.6 µM. AID 871. U3A cells, IL-6 STAT3-luciferase reporter, luminescence; 100% = signal with IL-6 EC80 alone. 190,000 compounds, 0.91% hits;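 active = activation above the screen-wide mean of compound activation plus 3 SD, cut at about 130% in these data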;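 also: 0% = background luminescence of wells with medium and substrate only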
#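 system = STAT3-luciferase reporter U3A cells | reagent = IL-6 stimulus at 33 ng/mL final | timing = 1 h compound pre-exposure, 6 h IL-6 stimulation, 37 °C | measured by = luminescence | evaluation = % activation versus median of IL-6-stimulated wells | control set = IL-6-only wells as 100% reference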
# FLuc act counter – firefly luciferase counter-screen for stimulation assays. 200,000 tested, under 10 active. activation factor at 10 µM. ATPlite luciferase biochemical, luminescence, 10 min; 0 = ATP-free wells, 1 = DMSO control;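 active = luciferase activation factor, scaled between plate controls, of at least 2 with compound at 10 µM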
#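 test system = cell-free luciferase reagent | medium = PBS as buffer for the ATP substrate | dosing = test compounds dosed from 2 mM stocks in 100% DMSO | incubation = 10 min at ambient temperature | detection = luminescence measurement of luciferase light output | benchmarks = low control with PBS replacing ATP, high control enzyme plus ATP without compound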
# ROMK mod – human ROMK K+ channel modulation, primary screen; P48048; Tet-inducible ROMK, thallium flux fluorescence; actives lie on both sides; B-score at 10 µM; 130,000 compounds, 2% hits; AID 1918;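 active = signal ratio slope over the read window, or its plate-corrected B-score, at least 3 SD from the plate mean, either direction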;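 also: B-score of the F/F0 ratio slope over 7 to 12 s after thallium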
# Target sequence (P48048 whole entry, looked up): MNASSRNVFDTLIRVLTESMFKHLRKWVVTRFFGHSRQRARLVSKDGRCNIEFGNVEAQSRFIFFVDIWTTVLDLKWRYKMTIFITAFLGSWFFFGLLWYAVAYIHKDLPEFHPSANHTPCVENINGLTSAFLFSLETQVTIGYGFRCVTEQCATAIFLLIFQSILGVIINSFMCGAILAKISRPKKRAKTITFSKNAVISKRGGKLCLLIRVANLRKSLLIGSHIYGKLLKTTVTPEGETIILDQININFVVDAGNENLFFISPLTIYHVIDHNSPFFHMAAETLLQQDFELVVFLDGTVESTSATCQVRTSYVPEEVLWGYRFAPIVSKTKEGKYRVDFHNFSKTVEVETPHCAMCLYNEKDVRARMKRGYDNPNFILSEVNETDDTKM
# * marks the source's active call; other numbers are inactive results; . = no result given.
# Values run as follows: STAT1 blocker	FLuc act counter	FLuc inh counter	STAT3 inh	STAT1 act	APP 5'UTR act	ROMK mod	STAT3 activator	APP 5UTR inh	NF-kB neuron act
O=C(c1ccco1)N1CCN(CCCCOc2ccc(F)cc2)CC1
 : -2	1	-2	12	102	1	0.0031	93	-1	1.2
CCSc1cnn(-c2ccccc2)c(=O)c1SCC
 : 1	1	-5	5	99	0	0.0029	96	0	0.96
Cc1c(C(=O)O)oc2ccc(S(=O)(=O)NCc3ccc(F)cc3)cc12
 : -10	1.1	-8	-1	109	2	0.48	103	-2	1.2
CC(NC(=O)CCC(=O)c1ccc(F)cc1)C1CC2CCC1C2 (stereo unspecified)
 : 8	1	-4	3	92	-10	0.12	105	10	1
COc1ccccc1C(=O)Nc1ccccc1N1CCN(S(C)(=O)=O)CC1
 : 5	1.1	-6	-1	95	11	.	102	-11	0.76
Nc1n[nH]c2cc(=O)n(-c3cccc(C(F)(F)F)c3)nc12
 : 1	1	-3	14	98	22	.	92	-22	1.9
Cc1c(Cl)cccc1NC(=S)NCc1cccn1C
 : -6	1	-4	-1	105	2	-0.88	104	-2	1.4
COc1ccc(-c2nc(CS(=O)CC(=O)NCCCN3CC(C)CC(C)C3)c(C)o2)cc1OC (stereo unspecified)
 : 7	1.1	-10	-6	94	3	0.31	108	-3	1.1
Cc1noc(C)c1C(=O)N1CC(C)OC(C)C1 (stereo unspecified)
 : 1	1.1	-6	4	99	-1	0.28	103	1	0.99
CC1CCC(C(C)C)C(OC(=O)CSc2n[nH]c(=O)[nH]c2=O)C1 (stereo unspecified)
 : -3	1.1	-5	12	102	40	-0.11	95	-13	1

# (list continues)
# Values run as follows: STAT1 blocker	FLuc act counter	FLuc inh counter	STAT3 inh	STAT1 act	APP 5'UTR act	ROMK mod	STAT3 activator	APP 5UTR inh	NF-kB neuron act
C=CCNC(=O)C(C(=O)OCC)C1CCCCC1 (stereo unspecified)
 : -4	1	-5	0	103	3	.	100	-3	1
CCc1c(C)nc(N2CCN(Cc3ccccc3)CC2)[nH]c1=O
 : 8	1	-2	13	93	-6	.	92	6	0.92
CCN(C(=O)CSc1nnc2ccccn12)c1c(N)n(Cc2ccccc2)c(=O)[nH]c1=O
 : 10	1	0	0	92	3	.	102	-3	0.85
COc1cc(OC)cc(-c2nc3cc(C)ccc3o2)c1
 : -69	0.7	25	-80	158*	114	0.13	171*	-114	6.2*
O=C(c1nnc(-c2ccc(Cl)cc2)o1)C1CCCC1
 : -9	0.9	15	3	108	39	0.64	101	-39	2.2
CC(C)Oc1ccccc1C1CC(=O)Nc2cc3c(cc21)OCO3 (stereo unspecified)
 : 10	1.1	-7	6	91	-92	0.11	98	92*	2
Cc1cc(C(=O)NCC(=O)OCC(=O)N(C(C)C)C(C)C)ccc1[N+](=O)[O-]
 : 1	1.1	-7	6	99	3	.	99	-3	1
CCc1ccc(-c2csc(NC(=O)C3CC(=O)N(c4ccc5c(c4)OCCO5)C3)n2)cc1 (stereo unspecified)
 : 8	1	-1	-4	93	14	.	103	-14	0.59
S=c1[nH]nc(-c2ccc(Br)cc2)n1Cc1ccco1
 : -6	1	-5	4	105	11	-0.36	99	-11	0.9
CCOC(=O)CN1C(=O)SC(Nc2ccc(C)cc2)C1=O (stereo unspecified)
 : -2	1	-3	4	100	5	-0.42	99	-5	1.1

# Structures listed above shown as hits in APP 5UTR inh:
canonical_smiles,STAT1 blocker,STAT1 act,APP 5'UTR act,ROMK mod,STAT3 activator,APP 5UTR inh,NF-kB neuron act
CC(C)Oc1ccccc1C1CC(=O)Nc2cc3c(cc21)OCO3 (stereo unspecified),10,91,-92,0.11,98,92*,2

# Taken from above:
# Cc1cc(C(=O)NCC(=O)OCC(=O)N(C(C)C)C(C)C)ccc1[N+](=O)[O-] in STAT3 activator → 99
# CC(C)Oc1ccccc1C1CC(=O)Nc2cc3c(cc21)OCO3 (stereo unspecified) in NF-kB neuron act → 2

# Other compounds.
# Values run as follows: STAT1 blocker	FLuc act counter	FLuc inh counter	STAT3 inh	STAT1 act	APP 5'UTR act	ROMK mod	STAT3 activator	APP 5UTR inh	NF-kB neuron act
CCSc1nnc(NS(=O)(=O)c2ccc(C)cc2)s1
 : 2	1	-5	-3	98	-14	1.2	100	14	0.93
Fc1ccc(-c2nc3ccccc3[nH]2)cc1
 : -26	0.6	36	8	125	103	1.4	95	-103	2.8
Cc1ccc(CSc2nnc(-c3cccc(S(=O)(=O)N4CCOCC4)c3)n2C2CCCC2)cc1
 : 5	1	-2	-7	95	13	-1.3	104	-12	0.8
CCOc1ccccc1/C=N/NC(=O)CSc1n[nH]c(=O)[nH]c1=O
 : 0	1	-1	9	98	23	0.35	96	-23	1.2
COC(=O)/C(C#N)=C1/C=Cc2ccccc2N1C
 : -18	0.9	11	13	117	31	0.016	92	-31	0.41
Cc1ccc(C)c(OCCN2C(=O)NC3(CCc4ccccc4C3)C2=O)c1 (stereo unspecified)
 : 7	1	2	4	94	24	0.045	104	-24	1.1
CCN1CCN(C(c2nnnn2Cc2ccc3c(c2)OCO3)C(C)C)CC1 (stereo unspecified)
 : 4	1	-1	4	96	-1	.	98	2	1.1
CCCC1=NN2C(=N)/C(=C\c3cc(C)n(-c4cccc(C)c4)c3C)C(=O)N=C2S1
 : -1	1	-2	3	101	-3	-0.64	100	4	0.91
O=C(NCCN1CCOCC1)c1cnn2c1NC(c1cccs1)CC2C(F)(F)F (stereo unspecified)
 : 2	1	-5	16	98	6	-0.12	96	-6	1.2
CCOc1ccc(C(=O)NNC2CC(=O)N(Cc3ccc(Cl)cc3)C2=O)cc1OC (stereo unspecified)
 : -5	1.1	-8	7	103	2	0.5	97	-2	1.3

# Next section:
# Values run as follows: STAT1 blocker	FLuc act counter	FLuc inh counter	STAT3 inh	STAT1 act	APP 5'UTR act	ROMK mod	STAT3 activator	APP 5UTR inh	NF-kB neuron act
CCOC(=O)c1ccccc1N1C(=O)CSC1=S
 : 1	1.1	-6	-4	98	-4	-0.67	104	4	0.95
COc1ccccc1NC(=O)C1CCN(c2ncccn2)CC1
 : -3	1	-3	8	102	24	-0.39	94	-24	1
COc1ccc(NCc2nnc(SCC(=O)Nc3cc(C)cc(C)c3)o2)cc1
 : -7	0.9	8	-12	106	4	.	110	-4	1.4
CCOC(=O)CSc1n[nH]c(NC(=O)c2cccc(C)c2)n1
 : -6	1.1	-11	-1	105	24	.	103	-24	1
CCCCn1c(=O)c(CCC(=O)OC(C)C(=O)Nc2cccc(Cl)c2Cl)nc2ccccc21 (stereo unspecified)
 : 7	1	1	-16	93	8	.	108	-8	1.1
O=C(Nc1ccccc1F)C1CC1c1ccccc1 (stereo unspecified)
 : 2	1	5	-18	98	-2	-0.04	113	2	1.3
O=[N+]([O-])c1cc(/C=N/N2CCN(C3c4ccccc4-c4ccccc43)CC2)ccc1Cl
 : -8	1	-4	4	107	4	.	97	-4	1
COc1cc2c(cc1OC)-c1cc(NC3CC3)nc(=O)n1CC2
 : 4	1.1	-6	0	96	4	0.13	106	-4	1.1
CC1CN(CCCOc2ccccc2-c2ccccc2)CC(C)O1 (stereo unspecified)
 : 4	1	-2	22	94	2	-1.8	86	-2	1.2
CN1C(=O)COc2ccc(C(=O)c3ccccc3C(=O)O)cc21
 : 1	1.1	-6	6	99	6	1.7	97	-6	1

# Already shown: an excerpt of the list.
# Values run as follows: STAT1 blocker	FLuc act counter	FLuc inh counter	STAT3 inh	STAT1 act	APP 5'UTR act	ROMK mod	STAT3 activator	APP 5UTR inh	NF-kB neuron act
Cc1ccc(CSc2nnc(-c3cccc(S(=O)(=O)N4CCOCC4)c3)n2C2CCCC2)cc1
 : 5	1	-2	-7	95	13	-1.3	104	-12	0.8
CCOc1ccccc1/C=N/NC(=O)CSc1n[nH]c(=O)[nH]c1=O
 : 0	1	-1	9	98	23	0.35	96	-23	1.2
COC(=O)/C(C#N)=C1/C=Cc2ccccc2N1C
 : -18	0.9	11	13	117	31	0.016	92	-31	0.41
Cc1ccc(C)c(OCCN2C(=O)NC3(CCc4ccccc4C3)C2=O)c1 (stereo unspecified)
 : 7	1	2	4	94	24	0.045	104	-24	1.1
CCN1CCN(C(c2nnnn2Cc2ccc3c(c2)OCO3)C(C)C)CC1 (stereo unspecified)
 : 4	1	-1	4	96	-1	.	98	2	1.1
CCCC1=NN2C(=N)/C(=C\c3cc(C)n(-c4cccc(C)c4)c3C)C(=O)N=C2S1
 : -1	1	-2	3	101	-3	-0.64	100	4	0.91
O=C(NCCN1CCOCC1)c1cnn2c1NC(c1cccs1)CC2C(F)(F)F (stereo unspecified)
 : 2	1	-5	16	98	6	-0.12	96	-6	1.2
CCOc1ccc(C(=O)NNC2CC(=O)N(Cc3ccc(Cl)cc3)C2=O)cc1OC (stereo unspecified)
 : -5	1.1	-8	7	103	2	0.5	97	-2	1.3
CCOC(=O)c1ccccc1N1C(=O)CSC1=S
 : 1	1.1	-6	-4	98	-4	-0.67	104	4	0.95
COc1ccccc1NC(=O)C1CCN(c2ncccn2)CC1
 : -3	1	-3	8	102	24	-0.39	94	-24	1
COc1ccc(NCc2nnc(SCC(=O)Nc3cc(C)cc(C)c3)o2)cc1
 : -7	0.9	8	-12	106	4	.	110	-4	1.4
CCOC(=O)CSc1n[nH]c(NC(=O)c2cccc(C)c2)n1
 : -6	1.1	-11	-1	105	24	.	103	-24	1
CCCCn1c(=O)c(CCC(=O)OC(C)C(=O)Nc2cccc(Cl)c2Cl)nc2ccccc21 (stereo unspecified)
 : 7	1	1	-16	93	8	.	108	-8	1.1
O=C(Nc1ccccc1F)C1CC1c1ccccc1 (stereo unspecified)
 : 2	1	5	-18	98	-2	-0.04	113	2	1.3
O=[N+]([O-])c1cc(/C=N/N2CCN(C3c4ccccc4-c4ccccc43)CC2)ccc1Cl
 : -8	1	-4	4	107	4	.	97	-4	1

# The list continues:
# Values run as follows: STAT1 blocker	FLuc act counter	FLuc inh counter	STAT3 inh	STAT1 act	APP 5'UTR act	ROMK mod	STAT3 activator	APP 5UTR inh	NF-kB neuron act
CCn1nc(C(=O)OCC(=O)N2c3ccccc3CC2C)c2ccccc2c1=O (stereo unspecified)
 : 5	1	-3	8	95	5	.	99	-5	1.1
CN(C)c1ccc(C(=S)NCc2ccco2)cc1
 : -37	1	3	29	134*	97	.	79	-97	8.1*
Cc1nn(CC#N)c(=O)n1-c1cccc(F)c1
 : 1	1.1	-7	6	99	7	1.5	99	-8	1
COC(=O)c1ccc(N2C(=O)C3CC=CC(C)C3C2=O)cc1 (stereo unspecified)
 : -3	1	-2	15	102	15	0.25	97	-15	1.3
